Source: PubChem
CatL inh: inhibitors of human cathepsin L, biochemical; purified cathepsin L, fluorogenic substrate, fluorescence; inhibition, %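 (tested at 10 µM)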; actives 0.17% (n = 58,000); Procathepsin L (Homo sapiens), P07711; in the data active = inhibition above about 45%;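 also: 0% = enzyme with no compound and 100% = no enzyme blank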
Target sequence (P07711 114-288 limits assumed): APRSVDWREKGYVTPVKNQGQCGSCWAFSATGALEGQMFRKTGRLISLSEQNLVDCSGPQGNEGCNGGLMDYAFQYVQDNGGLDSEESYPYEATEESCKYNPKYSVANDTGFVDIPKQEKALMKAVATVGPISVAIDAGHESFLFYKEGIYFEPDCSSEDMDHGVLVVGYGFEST
Target sequence (P07711 292-333 limits assumed): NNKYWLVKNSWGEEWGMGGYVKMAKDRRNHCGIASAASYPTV
FXIIa mix inh: human factor XIIa inhibitors, primary screen, biochemical, pooled compound mixtures, fluorogenic substrate | Coagulation factor XII (Homo sapiens), P00748 | purified FXIIa | inhibition, % at 5 µM | actives 0.2% (n = 62,000);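 also: 0% = enzyme without compound and 100% = no enzyme blank; some results filed as inactive read as strong as hits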
Target sequence (P00748 20-372 limits assumed): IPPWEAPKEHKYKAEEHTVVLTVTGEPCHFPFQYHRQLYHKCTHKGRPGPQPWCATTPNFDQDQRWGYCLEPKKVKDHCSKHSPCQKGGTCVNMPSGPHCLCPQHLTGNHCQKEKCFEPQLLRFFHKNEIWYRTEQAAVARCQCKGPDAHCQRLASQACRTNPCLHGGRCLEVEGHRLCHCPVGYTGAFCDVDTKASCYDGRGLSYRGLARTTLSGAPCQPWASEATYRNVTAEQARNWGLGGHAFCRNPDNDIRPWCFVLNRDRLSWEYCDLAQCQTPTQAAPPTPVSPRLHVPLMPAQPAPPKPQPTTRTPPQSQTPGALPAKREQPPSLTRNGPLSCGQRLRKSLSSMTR
Target sequence (P00748 373-615 limits assumed): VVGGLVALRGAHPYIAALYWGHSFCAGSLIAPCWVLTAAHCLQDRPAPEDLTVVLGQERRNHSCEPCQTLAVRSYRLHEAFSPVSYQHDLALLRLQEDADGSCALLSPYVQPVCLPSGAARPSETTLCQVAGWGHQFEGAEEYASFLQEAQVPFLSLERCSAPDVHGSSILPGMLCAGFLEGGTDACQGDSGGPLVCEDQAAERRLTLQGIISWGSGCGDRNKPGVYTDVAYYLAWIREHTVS
C1s inh: complement C1s protease inhibitors, primary screen, biochemical, 10-compound mixtures | actives 0.16% (n = 62,000) | AID 538, 2006 | purified C1s, fluorogenic AMC substrate, pooled mixtures | Complement C1s subcomponent (Homo sapiens), P09871 | mean inhibition % of two 10-compound mixtures (active compounds read high), % at 5 µM (by protocol);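 active = inhibition above 20% in each of the two 10-compound mixture wells holding the compound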;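 also: 0% = enzyme wells lacking compound mixture and 100% = no-enzyme blank wells; some compounds called inactive have numbers as strong as hits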
ROCK2 blocker: inhibitors of human ROCK2 kinase, primary screen, biochemical, high-throughput, luminescence | AID 604, 2007 | purified ROCK2, Kinase-Glo ATP depletion luminescence | inhibition, % at 6 µM | actives 0.35% (n = 60,000);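 active = inhibition above the screen-wide mean inhibition plus 3 SD, cut at about 18% in these data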;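 also: plate controls were DMSO wells for no effect and Y-27632 control wells after no-enzyme background subtraction for full effect; many of its hits are not listed in these tables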
PKA inh: inhibitors of human PKA kinase activity, primary screen, biochemical, ATP-depletion luminescence, Kemptide substrate; cAMP-dependent protein kinase catalytic subunit alpha (Homo sapiens), P17612; PKA Kemptide phosphorylation, Kinase-Glo ATP luminescence; inhibition, % at 6 µM; actives 0.1% (n = 65,000); AID 524, 2006;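 active = inhibition above the screen-wide mean inhibition plus 3 SD, cut at about 21% in these data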; also: many of its hits are not listed in these tables
FXIa inh mix: FXIa protease inhibitors in compound pools, primary screen, biochemical, 10-compound mixtures; AID 680, 2007; inhibition, % at 5 µM; purified FXIa, fluorogenic substrate, pooled mixtures; actives 0.19% (n = 62,000);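 also: each value is inhibition by a whole ten-compound pool holding the compound; 0% = enzyme with no mixture and 100% = wells lacking enzyme; strong numbers were not always called active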
CatG inh: human cathepsin G inhibitors, primary screen, biochemical, pooled compound mixtures, AMC fluorescence | purified enzyme, AMC-tetrapeptide fluorescence | P08311 | AID 581, 2007 | actives 0.2% (n = 62,000) | inhibition, % at 5 µM (by protocol);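 active = inhibition above 20% in each of the two mixture wells holding the compound; inactive = inhibition of 20% or less in either well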;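 also: 0% = enzyme control without mixture and 100% = blank lacking enzyme; strong numbers were not always called active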
Target sequence (P08311 21-244 limits assumed): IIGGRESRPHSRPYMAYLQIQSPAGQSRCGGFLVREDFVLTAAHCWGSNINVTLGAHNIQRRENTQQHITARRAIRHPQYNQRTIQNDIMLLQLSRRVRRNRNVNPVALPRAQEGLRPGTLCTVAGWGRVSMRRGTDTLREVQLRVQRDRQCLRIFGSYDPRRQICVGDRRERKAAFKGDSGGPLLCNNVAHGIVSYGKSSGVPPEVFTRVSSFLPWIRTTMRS
JNK3 inh: JNK3 kinase activity inhibitors, primary screen, biochemical, human, purified enzyme; Mitogen-activated protein kinase 10 (Homo sapiens), P53779; HTS; inhibition, % at 8 µM; actives 0.61% (n = 60,000); AID 746, 2007; in the data active = inhibition above about 17%;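 also: 0% = DMSO and 100% = reference inhibitor; many of its hits are not listed in these tables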
CatS inh: inhibitors of human cathepsin S, biochemical, compound mixtures; P25774; recombinant cathepsin S, AMC dipeptide fluorescence, pooled mixtures; inhibition, %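 (tested at 5 µM per compound within 10-compound mixtures)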; actives 0.06% (n = 62,000); AID 501, 2006; in the data active = inhibition above about 32%, passing the limit was not always enough;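 also: 0% = enzyme without compound and 100% = blank without enzyme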
Active calls of the source: *. Rule as the data show it, unless noted: active = inhibition above about 20% (passing the limit was not always enough); inactive = the rest.

How did COc1cc(C(c2nnnn2C2CCCC2)N2CCc3ccccc3C2)ccc1O (centres undefined) do in these assays?
FXIIa mix inh: 3; C1s inh: 7; ROCK2 blocker: 6; PKA inh: 10; FXIa inh mix: -1; CatG inh: 10; JNK3 inh: 4; CatS inh: 0

How did O=C1c2ccccc2S(=O)(=O)N1CC(O)Cn1ccc2ccccc21 (centres undefined) do in these assays?
CatL inh: -12; FXIIa mix inh: 5; C1s inh: 19; ROCK2 blocker: 5; PKA inh: 8; FXIa inh mix: 9; CatG inh: 12; JNK3 inh: 2; CatS inh: 1

What do the screens show for `Cc1ccc(-c2nnc(-c3cccc(Br)c3)o2)cc1`?
CatL inh: 25; FXIIa mix inh: 5; C1s inh: -12; ROCK2 blocker: 1; PKA inh: -1; FXIa inh mix: 3; CatG inh: 7; JNK3 inh: -3; CatS inh: -6

Results for COc1cccc(-n2c(COc3ccccc3C)nnc2SCC(=O)O)c1 ?
CatL inh: -2; FXIIa mix inh: 3; C1s inh: 2; ROCK2 blocker: -2; PKA inh: -1; FXIa inh mix: 8; CatG inh: 1; JNK3 inh: 0; CatS inh: -2

Results for O=C1C(=O)N(CCN2CCOCC2)C(c2ccncc2)/C1=C(/O)c1ccc2c(c1)OCO2 (centres undefined) ?
CatL inh: 29; FXIIa mix inh: 2; C1s inh: -11; ROCK2 blocker: 7; PKA inh: 8; FXIa inh mix: -10; CatG inh: 0; JNK3 inh: 2; CatS inh: 3

What do the screens show for `CCOC(=O)c1oc2ccccc2c1NC(=O)C1CCCCC1`?
CatL inh: 7; FXIIa mix inh: 12; C1s inh: 5; ROCK2 blocker: 0; PKA inh: -2; FXIa inh mix: -4; CatG inh: 11; JNK3 inh: 3; CatS inh: -15

What do the screens show for `COc1ccc2[nH]c(=O)c(CN(Cc3cccnc3)C(=O)Nc3ccccc3)cc2c1`?
CatL inh: 10; FXIIa mix inh: 5; C1s inh: -17; ROCK2 blocker: 0; PKA inh: -1; FXIa inh mix: 3; CatG inh: -1; JNK3 inh: 7; CatS inh: 13

How did O=C(Cn1ncc2c(=O)oc3ccccc3c21)N1CCCN(Cc2ccccc2F)C1 do in these assays?
FXIIa mix inh: 4; C1s inh: 2; ROCK2 blocker: -6; PKA inh: -9; FXIa inh mix: 8; CatG inh: 2; JNK3 inh: -5; CatS inh: -5

What do the screens show for `N=c1c2c3c(sc2ncn1CCN1CCOCC1)CCCCC3`?
CatL inh: -4; FXIIa mix inh: 9; C1s inh: 11; ROCK2 blocker: -4; PKA inh: -5; FXIa inh mix: 13; CatG inh: 9; JNK3 inh: 1; CatS inh: 4

What do the screens show for `CC(OC(=O)C1CC=CCC1C(N)=O)C(Cl)=C(Cl)Cl` (centres undefined)?
CatL inh: 0; FXIIa mix inh: 3; C1s inh: -19; ROCK2 blocker: -1; PKA inh: -4; FXIa inh mix: -3; CatG inh: -3; JNK3 inh: -1; CatS inh: 17

Results for c1ccc(Cn2nnc3c(N4CCCCCC4)ncnc32)cc1 ?
CatL inh: 8; FXIIa mix inh: 2; C1s inh: 12; ROCK2 blocker: 1; PKA inh: -4; FXIa inh mix: 2; CatG inh: 11; JNK3 inh: 0; CatS inh: -3

Results for COc1ccc(NC(=O)C2CC(=O)N(c3cccc(C)c3C)C2)cc1 (centres undefined) ?
CatL inh: -2; FXIIa mix inh: 1; C1s inh: -1; ROCK2 blocker: 0; PKA inh: -4; FXIa inh mix: 11; CatG inh: 4; JNK3 inh: 2; CatS inh: 8

What do the screens show for `CN1CC(=O)NC1=NC(=O)c1cc(F)c(F)cc1Cl`?
CatL inh: 16; FXIIa mix inh: 3; C1s inh: 6; ROCK2 blocker: 4; PKA inh: 14; FXIa inh mix: 6; CatG inh: 2; JNK3 inh: -1; CatS inh: 7

How did O=C(CSc1nnc(-c2ccco2)n1CC1CCCO1)c1ccccc1 (centres undefined) do in these assays?
CatL inh: 7; FXIIa mix inh: -10; C1s inh: 31; ROCK2 blocker: 0; PKA inh: 0; FXIa inh mix: 7; CatG inh: 11; JNK3 inh: -10; CatS inh: 16

How did CCN(CC)S(=O)(=O)c1ccc(-c2nnc(SCC(=O)c3ccc(OC)cc3)o2)cc1 do in these assays?
CatL inh: 9; FXIIa mix inh: 14; C1s inh: 15; ROCK2 blocker: -2; PKA inh: 3; FXIa inh mix: 3; CatG inh: 10; JNK3 inh: 1; CatS inh: -1

What do the screens show for `COc1ccc(-c2cc(C(=O)N3CCc4ccccc4C3)no2)cc1OC`?
CatL inh: 10; FXIIa mix inh: 0; C1s inh: -50; ROCK2 blocker: 6; PKA inh: 8; FXIa inh mix: -3; CatG inh: -6; JNK3 inh: 5; CatS inh: 14

Results for CC(NC(=O)CSc1ncnc2nc[nH]c12)c1ccccc1 (centres undefined) ?
FXIIa mix inh: -17; C1s inh: 16; FXIa inh mix: 12; CatG inh: 8; CatS inh: -5

Results for CCCCn1nnc(NC(=O)c2ccco2)n1 ?
CatL inh: -3; FXIIa mix inh: -19; C1s inh: 16; ROCK2 blocker: 3; PKA inh: -3; FXIa inh mix: 4; CatG inh: 12; JNK3 inh: 3; CatS inh: 2

What do the screens show for `CCc1nnc(NC(=O)C2CC(=O)N(CCc3ccccc3)C2)s1` (centres undefined)?
CatL inh: 22; FXIIa mix inh: -5; C1s inh: 5; ROCK2 blocker: 1; PKA inh: 3; FXIa inh mix: 7; CatG inh: 4; JNK3 inh: 2; CatS inh: 9

What do the screens show for `O=C(CCC(=O)N(c1ccccc1)C(C(=O)NC1CCCC1)c1ccncc1)Nc1cccnc1` (centres undefined)?
CatL inh: 11; FXIIa mix inh: 11; C1s inh: 5; ROCK2 blocker: 5; PKA inh: 2; FXIa inh mix: 4; CatG inh: 10; JNK3 inh: 1; CatS inh: 14

Random excerpt: 3 compounds from above
What do the screens show for `CCc1nnc(NC(=O)C2CC(=O)N(CCc3ccccc3)C2)s1` (centres undefined)?
CatL inh: 22; FXIIa mix inh: -5; C1s inh: 5; ROCK2 blocker: 1; PKA inh: 3; FXIa inh mix: 7; CatG inh: 4; JNK3 inh: 2; CatS inh: 9

Results for COc1ccc(NC(=O)C2CC(=O)N(c3cccc(C)c3C)C2)cc1 (centres undefined) ?
CatL inh: -2; FXIIa mix inh: 1; C1s inh: -1; ROCK2 blocker: 0; PKA inh: -4; FXIa inh mix: 11; CatG inh: 4; JNK3 inh: 2; CatS inh: 8

How did COc1cc(C(c2nnnn2C2CCCC2)N2CCc3ccccc3C2)ccc1O (centres undefined) do in these assays?
FXIIa mix inh: 3; C1s inh: 7; ROCK2 blocker: 6; PKA inh: 10; FXIa inh mix: -1; CatG inh: 10; JNK3 inh: 4; CatS inh: 0

(more compounds)
What do the screens show for `C=CCn1c(SCC(=O)NCc2ccco2)nc2sc3c(c2c1=O)CCC3`?
CatL inh: 15; FXIIa mix inh: -1; C1s inh: 2; ROCK2 blocker: 4; PKA inh: 7; FXIa inh mix: -1; CatG inh: 11; JNK3 inh: 6; CatS inh: 6

Results for COC(=O)CN1CCN(C(c2ccccc2)c2ccccc2)CC1 ?
CatL inh: -1; FXIIa mix inh: -1; C1s inh: 2; ROCK2 blocker: 7; PKA inh: 9; FXIa inh mix: 0; CatG inh: 6; JNK3 inh: 1; CatS inh: -5

How did COc1cc(C2CC(=O)NC(SCC(=O)Nc3ccccc3C)=C2C#N)ccc1O (centres undefined) do in these assays?
CatL inh: -2; FXIIa mix inh: -17; C1s inh: 23; ROCK2 blocker: 3; PKA inh: 2; FXIa inh mix: 8; CatG inh: 9; JNK3 inh: 12; CatS inh: -1

Results for Cc1ccc(OCC(O)CN2CCN(c3ccccc3)CC2)cc1 (centres undefined) ?
CatL inh: 3; FXIIa mix inh: 5; C1s inh: -8; PKA inh: 12; FXIa inh mix: 4; CatG inh: 12; CatS inh: 0

How did Cc1cc(N=Cc2c(O)ccc3ccccc23)no1 do in these assays?
CatL inh: 13; FXIIa mix inh: 10; C1s inh: -12; ROCK2 blocker: 7; PKA inh: 4; FXIa inh mix: 17; CatG inh: -6; JNK3 inh: 8; CatS inh: 11

How did COc1ccc(NC(=O)NCc2ccccn2)cc1OC do in these assays?
CatL inh: -12; FXIIa mix inh: 3; C1s inh: 12; ROCK2 blocker: -4; PKA inh: 5; FXIa inh mix: 4; CatG inh: 8; JNK3 inh: 0; CatS inh: 6

Results for Cc1sc2ncnc(OCC(=O)c3ccc(S(=O)(=O)N4CCCC4)cc3)c2c1C ?
CatL inh: 16; FXIIa mix inh: 4; C1s inh: -25; ROCK2 blocker: 5; PKA inh: 7; FXIa inh mix: -4; CatG inh: -2; JNK3 inh: 4; CatS inh: 2

What do the screens show for `Cc1ccc(NC(=O)CSc2nccc(=O)[nH]2)c(S(=O)(=O)N2CCOCC2)c1`?
CatL inh: -3; FXIIa mix inh: 0; C1s inh: 15; ROCK2 blocker: 4; PKA inh: 3; FXIa inh mix: 5; CatG inh: 10; JNK3 inh: -3; CatS inh: -9

How did CCOc1cc(C2CC(=O)NC3=C2C(=O)C(C(=O)OC)C(C)C3)cc(Br)c1O (centres undefined) do in these assays?
CatL inh: -8; FXIIa mix inh: 6; C1s inh: 3; ROCK2 blocker: -1; PKA inh: -4; FXIa inh mix: 6; CatG inh: 4; JNK3 inh: -8; CatS inh: -3

Results for O=C(C1CCN(S(=O)(=O)c2cccnc2)CC1)N1CCN(C2CCCC2)CC1 ?
CatL inh: 7; FXIIa mix inh: 9; C1s inh: 0; PKA inh: 1; FXIa inh mix: 4; CatG inh: 1; CatS inh: 1

Results for N#Cc1nc(-c2ccco2)oc1N1CCN(C(c2ccccc2)c2ccccc2)CC1 ?
CatL inh: 1; FXIIa mix inh: -10; C1s inh: 14; ROCK2 blocker: -1; PKA inh: 3; FXIa inh mix: 4; CatG inh: 11; JNK3 inh: -1; CatS inh: -1

What do the screens show for `CCOC(=O)CSc1nnc(CNC(=O)c2ccc(S(=O)(=O)N3CCCCC3)cc2)n1C`?
CatL inh: 3; FXIIa mix inh: 3; C1s inh: 0; ROCK2 blocker: 4; PKA inh: 4; FXIa inh mix: 0; CatG inh: 3; JNK3 inh: 1; CatS inh: 3

How did Fc1ccc(Nc2nc(Oc3ccc4c(c3)OCO4)nc(N3CCOCC3)n2)c(F)c1 do in these assays?
CatL inh: 11; FXIIa mix inh: -7; C1s inh: -88; PKA inh: -2; FXIa inh mix: 2; CatG inh: -11; CatS inh: -6

What do the screens show for `O=C(Nc1ccc2c(c1)OCCO2)c1c(F)cccc1F`?
CatL inh: 12; FXIIa mix inh: 3; C1s inh: 13; ROCK2 blocker: 3; PKA inh: 8; FXIa inh mix: 1; CatG inh: 11; JNK3 inh: -1; CatS inh: 14

Results for CC1(C)CC(=O)C2=C(C1)OC(N)=C(C#N)C2C#Cc1ccccc1 (centres undefined) ?
FXIIa mix inh: 0; C1s inh: 11; ROCK2 blocker: 2; PKA inh: 2; FXIa inh mix: 9; CatG inh: 5; JNK3 inh: 7; CatS inh: -4

Results for CC(C)CNc1nc2c(c(=O)n(C)c(=O)n2C)n1Cc1cccc(Br)c1 ?
CatL inh: -14; ROCK2 blocker: 2; PKA inh: 4; JNK3 inh: 9

Results for COCCCn1nnnc1SCC(=O)Nc1nc(C)c(C)s1 ?
CatL inh: 8; FXIIa mix inh: 10; C1s inh: 5; ROCK2 blocker: 5; PKA inh: 7; FXIa inh mix: 0; CatG inh: 8; JNK3 inh: 5; CatS inh: 0
